TLR4-MyD88 BLA: TLR4-MyD88 interaction inhibition in cells; 200,000 tested, 0.18% active; AID 861; inhibition, % at 8.4 µM; HeLa CL3-4 TLR4/MyD88 BLA complementation, FRET ratio; O00206+Q99836; in the data active = inhibition above about 25%;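 note: 0% = vehicle and 100% = reference inhibitor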
DTT redox prof: compounds producing H2O2 with reducing agent – biochemical, NIH compound library profiling, artefact control for MLSCN library redox annotation, primary screen | activation, % at 10 µM | DTT-dependent redox cycling H2O2, phenol red/HRP absorbance; 100% = 100 µM peroxide control, 0% = buffer | 200,000 tested, 0.03% active;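 active = activation of at least 50% relative to the plate's high and low controls in the primary single-dose screen; inactive = activation below 50%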;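 note: compound incubated with DTT at 0.8 mM final as the reducing agent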
S1P3 antag: S1P3 (human) receptor antagonism; Q99500; CHO S1P3 NFAT-BLA reporter, FRET fluorescence, antagonist mode; inhibition, % at 4.98 µM; 170,000 tested, 0.27% active;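 active = inhibition above the plate cutoff, the mean inhibition of test wells on that plate plus 3 SD, cut at about 28% in these data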;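 note: cells challenged with S1P at its EC80 of 0.8 µM; blue over green emission ratio from cleaved BLA substrate after 4 h stimulation; 0% = S1P-stimulated wells and 100% = unstimulated DMSO-only wells; some compounds past the cut are filed as inactive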
Target sequence (Q99500 whole entry, looked up): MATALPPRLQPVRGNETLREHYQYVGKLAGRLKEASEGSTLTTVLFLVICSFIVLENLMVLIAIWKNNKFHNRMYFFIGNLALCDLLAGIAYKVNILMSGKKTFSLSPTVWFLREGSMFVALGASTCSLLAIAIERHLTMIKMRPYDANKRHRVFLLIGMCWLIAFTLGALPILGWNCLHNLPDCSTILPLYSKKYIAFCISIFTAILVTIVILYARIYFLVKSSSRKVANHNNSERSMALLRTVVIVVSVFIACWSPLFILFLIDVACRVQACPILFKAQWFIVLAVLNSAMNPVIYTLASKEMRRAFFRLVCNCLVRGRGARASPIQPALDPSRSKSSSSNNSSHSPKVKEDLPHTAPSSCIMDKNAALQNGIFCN
Diaphorase act: counter-screen for diaphorase-based assays: diaphorase activators and chemical reducers; 190,000 tested, 0.005% active; Diaphorase/resazurin coupled assay, resorufin fluorescence, 16 min; stronger effect = higher value; 1 = vehicle wells, 0 = NADH-free wells; activation factor at 20 µM;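 active = diaphorase activity raised at least twofold by the compound at 20 µM; inactive = activation factor below 2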
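Material: bacterial diaphorase enzyme (C. kluyveri); amount: enzyme 0.07 U/mL final; reagent: NADH substrate 0.114 mM plus resazurin dye 0.1 mM, final; doses: single compound dose of 20 µM, 1% DMSO final; timing: 16 min enzyme reaction, ambient temperature; measured by: fluorescence of resorufin, 544 nm excitation, 590 nm emission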
Diaph inh CS: inhibits diaphorase or chemically oxidizes, flagging diaphorase assay artifacts | 190,000 tested, 0.69% active | inhibition, % at 20 µM | AID 1217 | diaphorase resazurin-to-resorufin fluorescence, NADH, 16 min; bacterial (C. kluyveri) enzyme, not human;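 active = primary screen inhibition at 20 µM above a set limit, cut at about 50% in these data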;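 note: plate controls were DMSO with full reaction for no effect and wells lacking NADH for full effect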
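Benchmarks: positive control wells lacking NADH, neutral wells with DMSO only. System: bacterial diaphorase enzyme (C. kluyveri). Input: 0.14 U/mL diaphorase, enzyme working solution. Detection: resorufin fluorescence, excitation 544 nm, emission 590 nm. Times: 16-min room-temperature incubation before reading.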
G6PDH CS: L. mesenteroides G6PDH inhibition counter-screen. Purified L. mesenteroides G6PDH, diaphorase/resazurin coupled fluorescence, 45 min. inhibition, % at 5 µM. 200,000 tested, 0.12% active
PMI act satM6P: increases human PMI activity with near-saturating mannose 6-phosphate; P34949; coupled PMI enzyme assay, resazurin fluorescence, 20 min; stronger effect = higher value; 1 = untreated enzyme, 0 = substrate-free blank; activation factor at 20 µM; 190,000 tested, 0.34% active; AID 1216;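 active = activation factor of 2 or more at 20 µM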
Target sequence (P34949 whole entry, looked up): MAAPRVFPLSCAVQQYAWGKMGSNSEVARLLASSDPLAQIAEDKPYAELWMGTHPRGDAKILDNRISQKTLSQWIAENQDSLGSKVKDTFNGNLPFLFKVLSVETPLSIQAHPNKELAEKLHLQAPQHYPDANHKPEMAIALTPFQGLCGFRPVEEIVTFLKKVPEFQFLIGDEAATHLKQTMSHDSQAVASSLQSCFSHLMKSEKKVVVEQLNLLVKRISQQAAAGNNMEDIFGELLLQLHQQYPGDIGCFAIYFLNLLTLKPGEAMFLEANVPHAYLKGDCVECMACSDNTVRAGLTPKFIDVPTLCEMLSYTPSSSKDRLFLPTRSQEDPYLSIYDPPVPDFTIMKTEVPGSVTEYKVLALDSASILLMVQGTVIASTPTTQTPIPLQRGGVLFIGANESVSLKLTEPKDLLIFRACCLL
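Material: human phosphomannose isomerase with PGI, G6PDH, diaphorase coupling enzymes / Reagent: Man-6-P substrate 1.0 mM / Dosing: single compound dose of 20 µM, 1% DMSO final / Incubation: enzyme reaction with compound 20 min at room temperature / Signal: resorufin fluorescence (Ex 544/Em 590 nm) from resazurin via diaphorase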
Lmaj promast: Leishmania major promastigote growth inhibition; Leishmania major promastigotes, resazurin fluorescence viability; AID 1063; inhibition, % at 10 µM; 200,000 tested, 9% active;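 note: promastigotes grown with compound for 44 hours at 28 °C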
PMI act: phosphomannose isomerase (human) activation | P34949 | purified human PMI, coupled resazurin fluorescence, 20 min; stronger effect = higher value; 1 = vehicle control, 0 substrate-free wells | activation factor at 20 µM | 190,000 tested, 0.005% active;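 active = activation factor of 2 or more at 20 µM, relative to plate controls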
Hsp70 activator: Hsp70 transcriptional activation, primary screen. 200,000 tested, 0.04% active. HeLa Hsp70 promoter luciferase reporter, luminescence; scaled: vehicle 0, proteasome-inhibitor control 100%. activation, % at 10 µM. AID 1203;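 active = activation above the mean across all tested compounds plus 3 SD, cutoff set per campaign, cut at about 5.5% in these data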;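 note: 100% = MG132 at 30 µM as the positive control and 0% = DMSO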
RAM network inh: yeast RAM network inhibition; S. cerevisiae dse1pr::URA3 reporter, 5-FOA growth OD615, 2 d; analog-sensitive cbk1-as2 kinase mutant strain; inhibition, % at 50 µM; 190,000 tested, 1.8% active; AID 868;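 active = inhibition above a set limit, 3 SD over mean compound inhibition, cut at about 8.4% in these data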;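 note: 0% = DMSO-only wells with no growth and 100% = 10 µM 1-NA-PP1 full growth; inhibition rescues growth on 5-FOA so higher OD means more RAM inhibition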
An asterisk follows results filed as active; . = not tested or not shown. Cut-off read from the data, not from the text of the source, unless noted: active = inhibition above about 50%; inactive = the rest.

SMILES	TLR4-MyD88 BLA	DTT redox prof	S1P3 antag	Diaphorase act	Diaph inh CS	G6PDH CS	PMI act satM6P	Lmaj promast	PMI act	Hsp70 activator	RAM network inh
COc1cc(C#CC#CCN2CCCCC2)ccc1O	-3	2.0	-4	0.9	12	16	0.9	86*	1	-0.3	0.7
N=C1C(c2nc3ccccc3s2)=C(O)CN1C1CCCCC1	-3	1.4	-7	.	.	2	.	-3	.	0.6	4.6
CN1OC(CC(=O)O)N(c2ccc(Cl)cc2)C1=O (stereo unspecified)	7	0.0	.	0.8	18	1	1.1	-3	1	0.3	0.0
Cc1c(NC(=O)c2cc(C3CC3)on2)c(=O)n(-c2ccccc2)n1C	0	0.0	.	1	0	2	1.1	0	1.1	-0.2	0.1
Cc1cc(C(=O)OCC(=O)NCCC(C)C)c2ccccc2n1	4	-4.0	.	0.9	14	6	0.8	-6	0.9	-0.2	0.4
Cc1ccc2c3c1C(=O)C(=O)N3C(C)(C)CC2C (stereo unspecified)	-8	-8.3	.	1	5	3	1	3	1	-0.2	1.1
O=C(Cc1c(F)cccc1Cl)N(Cc1ccccc1)c1ccccn1	4	0.1	-17	0.9	10	2	1	11	1	-0.3	0.5
Cn1c(=O)c2c(SCc3ccccn3)nc(C3CC3)nc2n(C)c1=O	-3	-0.2	10	0.9	10	-44	0.9	3	0.8	-0.3	3.6
O=C(/C=C/NNC(=O)c1ccccc1)c1ccc(Br)cc1	12	0.8	.	1	3	3	1.3	2	1.2	-0.1	0.0
COc1ccc2cc3cc(C(=O)NCc4cccs4)oc3nc2c1	13	-0.6	.	0.8	18	2	0.9	19	0.8	-0.5	3.5
Fc1ccc(-n2cc(-c3ccccc3)c3c(NN4CCOCC4)ncnc32)cc1	14	0.5	5	1	0	-14	1	97*	0.9	-0.2	0.9
CC(C)(C)C1CCc2c(sc(NC(=O)c3cc(C4CC4)on3)c2C#N)C1 (stereo unspecified)	-5	-0.6	-25	0.8	19	1	0.9	0	0.9	-0.2	1.9
CN(C)c1ccc(-c2ccccc2)nn1	-3	0.1	.	0.9	6	-1	1	-1	1	0.1	0.3
Cc1ccc2cccc(NC(=S)NC(=O)c3ccn(C)n3)c2n1	-5	0.5	.	1	0	0	0.8	-2	1	0.0	0.2
COc1ccccc1NC(=O)C(C)Sc1nnnn1C (stereo unspecified)	.	.	-38	0.9	7	16	1	.	1	.	-0.6
C#Cc1ccc([C@@H]2C=C(C(=O)OCC=C)O[C@H](OCCCCO)C2)cc1	-8	0.5	-8	0.9	14	3	1	-10	1	-0.1	3.3
Nc1nc(SCC(=O)c2ccc([N+](=O)[O-])cc2)n[nH]1	0	-0.1	-6	1	0	6	0.8	28	0.5	-0.3	-0.5
Cc1ccc(OCCCc2c(C)n[nH]c2C)cc1	-5	-0.8	-11	0.9	13	7	1.3	0	1.2	-0.2	0.0
Cn1cc(Br)cc2nc(C(F)(F)F)nc1-2	1	0.1	.	0.8	17	-7	0.9	-4	0.9	0.4	1.6
CCOc1ccccc1N1CCN(C(=O)c2ccncc2)CC1	3	2.4	-34	1	4	2	1	-7	1	-0.3	1.7
O=c1cc(-c2ccccc2)[nH]n1-c1nc2ccccc2s1	-10	1.6	20	0.9	8	6	1.3	-3	1.3	-0.2	3.0
O=C(Nc1nccs1)c1ccccn1	11	-0.6	-25	0.8	22	20	0.6	-6	1	0.7	-0.6
Cn1c(SCC(=O)Nc2ccccc2F)nnc1-c1ccc(S(=O)(=O)N2CCOCC2)cc1	4	1.7	-35	0.8	15	-1	1	-3	1	0.3	0.8
O=C(c1ccc(CS(=O)(=O)c2cccc(C(F)(F)F)c2)o1)N1CCN(c2ccccn2)CC1	-7	1.3	-44	0.8	16	-1	1	2	1	-0.4	-0.1
CCn1c(CNc2ccc(F)cc2)nnc1SCC(=O)Nc1ccccc1OC	7	-0.2	.	0.9	6	-3	1	-1	1	-0.1	0.8
New compounds follow:
SMILES	TLR4-MyD88 BLA	DTT redox prof	S1P3 antag	Diaphorase act	Diaph inh CS	G6PDH CS	PMI act satM6P	Lmaj promast	PMI act	Hsp70 activator	RAM network inh
CCO[C@@H]1OC(C(=O)NCc2ccccc2)=C[C@H](c2cn(C(C)=O)c3ccccc23)[C@H]1CCCO	-4	0.5	-10	0.6	40	19	0.8	22	0.8	-0.3	4.5
COc1ccc(NC(=S)NCCc2c[nH]c3ccc(OC)cc23)c(OC)c1	-2	-7.0	.	0.9	11	0	1	24	0.9	-0.1	1.9
Cc1ccc(-c2nc(N/N=C/c3ccncc3)c3ccccc3n2)cc1	4	0.1	.	1.1	-10	3	1	1	1	-0.7	1.3
CCOC(=O)NCc1ccc(S(=O)(=O)Nc2c(C)cccc2C)cc1	-1	0.2	.	0.9	10	1	1	4	1	-0.4	4.0
CCOC(=O)c1c(NC(=O)COC(=O)CCS(=O)(=O)c2ccc(C)cc2)sc(C)c1C	0	0.1	-1	0.8	16	-29	1	-1	0.9	-0.2	14*
COc1cc(-c2[nH]ncc2CN(C)Cc2nonc2C)cc(OC)c1OC	0	-1.0	-13	0.9	12	11	1	0	1	-0.1	1.6
COc1ccc(NC(=O)Cc2c(Sc3ccccc3)c3ccccc3n2C)cc1	5	-0.5	5	0.8	20	3	0.9	-2	0.9	-0.3	2.4
O=C(CCc1[nH]c2ccccc2c1Sc1ccccc1)N(CCO)CCO	0	-0.2	-2	1	5	-6	1	31	0.9	0.3	1.9
CC(C)CCNC(=O)c1cc([N+](=O)[O-])ccc1N1CCOCC1	-9	-0.1	7	0.8	18	8	0.9	-4	0.8	-0.4	-1.0
COc1ccccc1NC(=O)N(Cc1ccco1)Cc1cc2ccc(C)c(C)c2[nH]c1=O	8	0.9	-18	0.7	31	-4	0.9	10	0.9	-0.3	4.6
COc1ccc(-n2c(=O)c3ccccc3n(CC(=O)NC3CCCCC3)c2=O)cc1OC	1	-1.4	-17	1	4	13	0.9	-1	1	0.0	4.5
Cc1cc(C)cc(NC(=S)N(CCCN2CCN(C)CC2)Cc2cccs2)c1	-10	-0.3	-21	1	5	7	0.9	20	0.9	-0.1	-0.8
CCOC(=O)c1cnn(C(=O)c2ccccc2)c1N	-12	-0.5	4	0.8	18	17	0.9	-4	0.9	-0.3	0.1
CCOC(=O)CNC(=O)C(Cc1ccccc1)NC(=O)OCc1ccccc1 (stereo unspecified)	1	0.9	5	1	-2	-1	1.1	-3	1.1	-0.2	1.2
Cc1nnc(NC(=O)CCNC(=O)c2ccccc2Cl)s1	12	0.0	-3	0.9	6	0	0.9	-8	1	-0.1	1.5
COc1ccc(C(C(=O)OCCN(C)C)c2ccccc2)cc1 (stereo unspecified)	-4	2.1	15	1	5	2	1.1	-6	1.1	-0.7	0.7
Cc1cccnc1N(C(=O)Nc1ccccc1)C1=NCC(C)(C)S1	-10	2.7	-6	0.9	11	-7	1	6	1	-0.1	1.0
O=C(Oc1ccc(OC(=O)N2CCOCC2)cc1)c1ccccc1	-9	-0.8	-22	0.9	13	7	0.9	-3	0.8	0.0	3.8
CCC1(CC)Cc2ccccc2-c2nc3ccccc3c(=O)n21	1	0.6	.	1	4	4	1	5	1	-0.1	3.6
Cc1cc(C)nc(SCc2nnc(SCC(=O)N3CCOCC3)o2)n1	-9	0.5	1	0.8	16	4	0.9	-5	0.9	-0.5	-0.9
O=C(NC(=S)N1CCN(C(c2ccccc2)c2ccccc2)CC1)c1ccc(S(=O)(=O)N2CCOCC2)cc1	-2	-1.0	-6	0.9	6	-8	1.1	99*	1	0.0	3.4
CC1=C(C(=O)OCc2ccccc2)C(c2ccoc2)C(C#N)=C(N)O1 (stereo unspecified)	-5	0.8	.	0.9	12	30	1	-1	0.9	0.0	0.1
NS(=O)(=O)c1ccc(NC(=O)NC2CCCCC2)cc1	9	-0.2	.	0.9	10	-1	1	-2	1	-0.3	2.9
COc1cc2c(C#N)c(N3CCc4ccccc4C3)nc(N)c2c(N)n1	4	1.4	5	0.4	61*	-28	0.4	54*	0.4	-0.1	1.1
CCOC(=O)c1c(NC(=O)CSc2nc3nc(C)cc(C)n3n2)sc(CC)c1C	14	0.5	-2	0.7	28	-10	0.9	41	0.8	-0.2	1.9
CCOC(=O)C1(CC2CCCCO2)CCN(Cc2cccnc2)CC1 (stereo unspecified)	-12	-0.7	-7	0.9	13	19	0.9	-4	0.9	-0.1	0.9
C#CCNC(=O)C1=C[C@H](c2coc3ccccc3c2=O)C[C@H](OCc2ccc(CO)cc2)O1	8	0.1	4	0.9	6	7	1.1	-5	1.1	0.1	0.6

An excerpt from above in order of heavy-atom count, highest first:
SMILES	TLR4-MyD88 BLA	DTT redox prof	S1P3 antag	Diaphorase act	Diaph inh CS	G6PDH CS	PMI act satM6P	Lmaj promast	PMI act	Hsp70 activator	RAM network inh
O=C(NC(=S)N1CCN(C(c2ccccc2)c2ccccc2)CC1)c1ccc(S(=O)(=O)N2CCOCC2)cc1	-2	-1.0	-6	0.9	6	-8	1.1	99*	1	0.0	3.4
CCOC(=O)c1c(NC(=O)CSc2nc3nc(C)cc(C)n3n2)sc(CC)c1C	14	0.5	-2	0.7	28	-10	0.9	41	0.8	-0.2	1.9
CCOC(=O)CNC(=O)C(Cc1ccccc1)NC(=O)OCc1ccccc1 (stereo unspecified)	1	0.9	5	1	-2	-1	1.1	-3	1.1	-0.2	1.2
COc1cc2c(C#N)c(N3CCc4ccccc4C3)nc(N)c2c(N)n1	4	1.4	5	0.4	61*	-28	0.4	54*	0.4	-0.1	1.1
CCOC(=O)C1(CC2CCCCO2)CCN(Cc2cccnc2)CC1 (stereo unspecified)	-12	-0.7	-7	0.9	13	19	0.9	-4	0.9	-0.1	0.9
CCC1(CC)Cc2ccccc2-c2nc3ccccc3c(=O)n21	1	0.6	.	1	4	4	1	5	1	-0.1	3.6

Screens from PubChem.
